TSHR antagonist: human thyrotropin receptor antagonism | TSHR-expressing cells, TSH-stimulated cAMP HTRF, 2 h; hits give low values | activity change, negative = inhibition, % at 11.5 µM | 330,000 compounds, 0.2% hits;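 active = activity change below a set negative limit, meaning inhibition stronger than a set level, cut at about -70% in these data; inconclusive = activity change between two set negative limits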; also: % is scaled to controls: 0 for no effect and ±100 for the full control effect
Target sequence (P16473 whole entry, looked up): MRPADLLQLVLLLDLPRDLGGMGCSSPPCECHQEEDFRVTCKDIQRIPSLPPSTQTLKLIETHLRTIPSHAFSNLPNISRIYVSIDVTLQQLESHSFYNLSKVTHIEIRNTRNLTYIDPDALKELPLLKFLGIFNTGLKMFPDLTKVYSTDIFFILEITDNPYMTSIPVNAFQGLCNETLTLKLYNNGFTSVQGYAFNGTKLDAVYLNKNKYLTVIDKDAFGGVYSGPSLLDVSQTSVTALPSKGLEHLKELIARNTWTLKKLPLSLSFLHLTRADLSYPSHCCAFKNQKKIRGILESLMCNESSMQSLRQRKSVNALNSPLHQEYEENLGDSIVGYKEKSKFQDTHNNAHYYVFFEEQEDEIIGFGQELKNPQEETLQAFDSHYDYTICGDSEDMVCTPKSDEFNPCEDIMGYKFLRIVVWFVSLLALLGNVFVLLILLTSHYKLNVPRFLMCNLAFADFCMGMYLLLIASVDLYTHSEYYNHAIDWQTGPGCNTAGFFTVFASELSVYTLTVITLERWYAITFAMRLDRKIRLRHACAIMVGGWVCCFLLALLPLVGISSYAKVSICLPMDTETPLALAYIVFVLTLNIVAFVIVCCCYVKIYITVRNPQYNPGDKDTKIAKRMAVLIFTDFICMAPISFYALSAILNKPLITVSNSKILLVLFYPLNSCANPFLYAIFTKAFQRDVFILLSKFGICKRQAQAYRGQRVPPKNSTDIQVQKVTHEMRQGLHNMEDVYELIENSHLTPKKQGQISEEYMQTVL
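TSHR-expressing cells were treated with compounds, then stimulated with TSH at EC80 (4nM final) for 2 hours at 37 deg C. Cellular cAMP was measured by HTRF competition between lysate cAMP and cAMP-d2 for a cryptate-labelled anti-cAMP antibody.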
Tb PFK block: T. brucei PFK enzyme inhibition | T. brucei PFK, ADP-Glo luminescence | Potency, µM (series often up to 57.5 µM), without a hit: at the top dose activity, negative = inhibition, actives largely listed as inhibitors | 330,000 compounds, 0.17% hits | AID 485367;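 also: potency is read from the fitted curve at half-maximal effect; 0% = uninhibited 1x PFK enzyme wells and -100% = no-enzyme wells; nearly all actives have a fitted effect of over 60% in size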
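1.25 nM PFK with 0.5 mM F6P and 0.1 mM ATP in 0.1 M TEA pH 8.0, 5 mM MgCl2, incubated 45 min at room temperature; ADP measured by ADP-Glo luminescence; compounds titrated up to 57 uM.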
Chronic BCR inh: inhibitors of chronic active B-cell receptor signaling; ABC-DLBCL IkBa-CBG/CBR reporter, luminescence ratio, 4 h; Potency, µM (series often up to 46.1 µM), without a hit: at the highest dose ratio change, negative = lower green/red ratio, most hits filed as inhibitors; 340,000 compounds, 0.05% hits; AID 493014; active = well fitted inhibition curve with a large enough effect in the signal ratio, with a control signal flat, not every such curve was filed as active; inconclusive = small, poorly fitted or top-dose-only effect, or effect the other way, or a change in a side signal; the % refers to the signal ratio;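 also: potency is read from the fitted curve at half-maximal effect; plate controls were basal doxycycline-induced cells for no effect and cells given 10 µM MG132 for full effect; MG132 reads +100%, hits lower the ratio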
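TMD8 human ABC-DLBCL cells with doxycycline-inducible IκBα–green luciferase fusion and unfused red luciferase, in 0.5% FBS medium; compounds up to 46 uM, 4 h at 37C. Green/red luminescence ratio, filter-overlap corrected, fitted to concentration-response curves.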
uPA generation: blocks generation of uPA at the cell surface; cell surface uPA generation assay, qHTS; AID 540303; 330,000 compounds, 0.31% hits; Potency, µM (titrated, usually from 38.3 µM), without a hit: at the top dose activity change, negative = inhibition, most hits filed as inhibitors; active = well fitted inhibition curve with a large enough effect; inconclusive = small, poorly fitted or top-dose-only effect; inactive = no such curve, though single readings can be large or run the other way; tested in mouse RAW 264.7 cells; also: potency is read from the fitted curve at half-maximal effect; % is scaled to controls: 0 for no effect and ±100 for the full control effect; nearly all actives have a fitted effect of over 55% in size
B2AR arrestin: agonists driving beta-arrestin recruitment to human beta2-adrenergic receptor | P07550 | Potency, µM (highest dose often 46.1 µM), without a hit: top-dose activation, usual class: activators | beta-arrestin recruitment to beta2AR, cell-based reporter | 330,000 compounds, 0.02% hits | AID 492947;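 also: potency is read from the fitted curve at half-maximal effect; 0% = DMSO controls and full agonism = EC100 isoproterenol or metaproterenol; nearly all actives have a fitted effect of over 65% in size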
ELG1 DNA repair: ELG1-dependent DNA repair inhibition; 330,000 compounds, 2.3% hits; Potency, µM (series often up to 46.1 µM), inactives show top-dose activity change, negative = inhibition, usual class: inhibitors; HEK293T ELG1-luciferase reporter, luminescence, 16 h; DNA damage induced by 5-fluorouridine; also: potency is read from the fitted curve at half-maximal effect; % is scaled to controls: 0 for no effect and ±100 for the full control effect; nearly all actives have a fitted effect of over 55% in size
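In this reporter screen, reduction of luminescence relative to DMSO vehicle indicated activity. Compounds and 5-fluorouridine were added together to 2,000 cells per well, incubated for 16 hr at 37 °C, then developed with ONE-Glo.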
TCR act: T cell receptor activation | primary human leukocytes, anti-CD3, IL-2 HTRF, 48 h | Potency, µM (doses to about 9.22 µM), without a hit: at the top dose activation of IL-2 secretion, usual class: activators | 330,000 tested, under 10 active | AID 504894; also: % of control where 0% means no effect
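HTRF read-out of IL-2 secretion: europium cryptate donor excited at 320nm, d2 acceptor emission at 665nm. Cells were primary human leukocytes incubated 48 hr with compounds and a-CD3 beads, supplying TCR signal only.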
USP2a block: USP2a (human) protease inhibition; O75604; USP2 core, Ub-CHOP2 coupled fluorogenic reporter, 485/531; Potency, µM (doses to about 38.3 µM), for inactives: at the top dose activity change, negative = inhibition, most hits filed as inhibitors; 330,000 compounds, 0.01% hits; AID 463254;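 also: potency is read from the fitted curve at half-maximal effect; plate controls were DMSO wells for no effect and full inhibition by NEM control for full effect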
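Cell-free coupled assay: 10nM USP2 core preincubated 30min RT with compound in Tris-HCl pH 8.0/CaCl2/CHAPS buffer, then 25nM Ub-CHOP2 and 25nM reporter substrate; fluorescence (Ex 485/Em 531) read after 60min RT, normalized to NEM inhibition, concentration-response curves fitted.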
TSG101-PTAP inh: blocks PTAP/TSG101 interaction to inhibit HIV-1 budding; Potency, µM (highest dose often 115 µM), for the others: at the top dose activity change, negative = inhibition, most hits filed as inhibitors; 340,000 tested, under 10 active; Fluorescence polarization, FITC-PTAP peptide / Tsg101 binding; active = well fitted inhibition curve with a large enough effect in the main read-out, with a control signal flat, not every such curve was filed as active; inconclusive = small, poorly fitted or top-dose-only effect, or effect the other way, or a change in a side signal; inactive = no such curve, though single readings can be large or run the other way; also: potency is read from the fitted curve at half-maximal effect; % of control where 0% means no effect
Target sequence (Q99816 whole entry, looked up): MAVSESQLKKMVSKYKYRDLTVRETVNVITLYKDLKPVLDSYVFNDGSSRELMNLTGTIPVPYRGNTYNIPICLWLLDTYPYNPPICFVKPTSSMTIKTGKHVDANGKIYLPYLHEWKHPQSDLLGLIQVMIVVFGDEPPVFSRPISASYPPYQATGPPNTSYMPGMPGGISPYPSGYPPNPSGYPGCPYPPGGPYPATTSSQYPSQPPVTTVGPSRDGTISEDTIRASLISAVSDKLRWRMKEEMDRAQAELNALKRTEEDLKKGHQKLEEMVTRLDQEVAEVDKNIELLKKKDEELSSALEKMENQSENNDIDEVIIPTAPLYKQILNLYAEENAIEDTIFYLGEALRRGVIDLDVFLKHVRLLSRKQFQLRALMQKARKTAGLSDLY
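Fluorescence anisotropy tracks displacement of a FITC-tagged PTAP peptide (50 nM) from the Tsg101 binding domain (10 uM), following a 20 min room-temperature incubation at pH 7.5.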
Mito fusion act: mitochondrial division inhibition or fusion activation. S. cerevisiae fusion-defective mutant growth rescue, CellTiterGlo 48 h. Potency, µM (top dose mostly 46.1 µM), without a hit: at the highest dose growth rescue (activation), usual class: activators. 320,000 compounds, 0.23% hits. AID 485298;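 also: potency is read from the fitted curve at half-maximal effect; % of control where 0% means no effect; nearly all actives have a fitted effect of over 45% in size; temperature-sensitive fusion mutants such as fzo1-1 at 37 °C on non-fermentable ethanol glycerol medium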
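Temperature-sensitive fusion-defective S. cerevisiae (e.g. fzo1-1, mgm1-5) were grown with compound in YPEG medium (3% ethanol, 3% glycerol) for 48 hours at 37C. Growth rescue was measured as viability by CellTiterGlo luminescence after 10 minutes at ambient.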
Eya2 phos inh: blocks the phosphatase activity of human Eya2; O00167; recombinant Eya2, OMFP fluorescence dephosphorylation (OMFP is methylfluorescein phosphate); Potency, µM (series often up to 76.9 µM), for the others: top-dose activity, negative = inhibition, usual class: inhibitors; 330,000 compounds, 0.006% hits; also: potency is read from the fitted curve at half-maximal effect; % is scaled to controls: 0 for no effect and ±100 for the full control effect
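Eya2 (0.2 uM) preincubated 10 min at ambient with compound, then OMFP substrate added at 50 uM; 10 min reaction in 50 mM HEPES pH 7.5, 50 mM NaCl, 5 uM MgCl2, 0.05% BSA, 1 mM DTT. Fluorescence read at Ex 485/Em 525 nm.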
* marks the source's active call; other numbers are inactive results; ? = inconclusive; · = no result given; [ ] = remark or other dose. Unless noted, calls follow the shape of the dose curve; as a rule, active = well fitted curve in the direction sought with a large enough effect; inconclusive = small, poorly fitted or top-dose-only effect, or another doubt; inactive = no such curve, though single readings can be large; an effect the other way counts as inactive or inconclusive.

SMILES	TSHR antagonist	Tb PFK block	Chronic BCR inh	uPA generation	B2AR arrestin	ELG1 DNA repair	TCR act	USP2a block	TSG101-PTAP inh	Mito fusion act	Eya2 phos inh
CC1=C(C)CC(C(=O)NCc2ccccn2)C(C(=O)O)C1 (configuration not stated)	-10.8	0.5%	-11.2%	1.6%	-0.2%	1.9%	-7.6%	2.8%	2.0%	0.2%	-0.8%
Oc1ccc(-c2[nH]ncc2-c2cnn(-c3ccccc3)c2)c(O)c1	0.7	-1.5%	-7.0%	4.2%	0.1%	3.5%	-21.7%	0.1%	1.2%	-4.8%	3.9%
O=C(NN1C(=O)C2C3C=CC(C4CC34)C2C1=O)c1ccc(Cl)cc1 (configuration not stated)	-41.7	5.5%	?	-4.1%	-0.2%	15.0%	-0.1%	1.8%	0.3%	-2.0%	-10.2%
COc1cccc(NC(=O)Nc2nnc(Cc3ccccc3F)s2)c1	-1.3	2.1%	?	-8.2%	-1.2%	-1.1%	-2.9%	2.3%	-1.0%	3.0%	-27.0%
Cc1ccc2cccc(OCCOCCOc3ccccc3Br)c2n1	3.9	8.3%	-5.5%	0.5%	-2.8%	-28.0%	2.8%[46.1 µM]	-5.0%	-2.3%	20.6%	-0.8%
O=C(Nc1cccc(S(=O)(=O)N2CCCCC2)c1)c1cccs1	-10.7	-0.8%	?	-2.7%	-0.3%	-0.3%	6.8%	-0.2%	0.3%	-2.4%	5.5%
Cn1c(Cn2cnc3ccccc32)nnc1SCC(=O)CC(=O)Nc1ccccc1	-9.3	1.1%	?	-0.8%	0.0%	9.9%	-2.0%	1.7%	-1.5%	-2.4%	-1.0%
O=C(COc1ccc(Cl)cc1)NCc1nnc(SCC(=O)N2CCCC2)o1	-1.8	-13.5%	7.9%	-7.5%	-0.2%	-11.0%	-3.7%	2.1%	-7.7%	23.7%	17.9%
O=C(NCc1cccc(OC(F)(F)F)c1)c1cccc2c1C(=O)c1ccc(-c3ccc(F)cc3OCc3ccccc3)cc1S2(=O)=O	1.0	-1.3%	3.4%	1.4%	-0.4%	?	-0.1%	-2.3%	-0.9%	·	-0.3%
CC(=O)c1ccc(N2CCN(C(=O)/C=C/c3ccc4ccccc4n3)CC2)cc1	-11.9	0.0%	0.7%	4.9%	-0.5%	2.7%	-20.4%	-0.3%	-2.8%	2.6%	-24.9%
Cc1ccc(-n2c(SCc3ccc([N+](=O)[O-])cc3)nc3ccccc3c2=O)cc1	-1.9	1.1%	1.1%	·	0.6%	-26.0%	-4.1%	-0.7%	-0.9%	4.3%	-4.2%
CCCc1cc(=O)[nH]c(SCC(=O)c2cc(C)n(CC(F)(F)F)c2C)n1	-4.6	-0.9%	-4.5%	3.3%	0.1%	5.3%	1.2%	2.5%	2.6%	7.4%	-5.0%
CCOc1cc(N2CCOCC2)c(OCC)cc1NC(=O)CCS(=O)(=O)c1ccc(Cl)cc1	-3.3	0.2%	-0.8%	5.0%	0.2%	?	-0.1%	4.5%	0.2%	3.9%	-14.8%
Cc1occc1-c1nnc(SCC(=O)N2CCOCC2)n1CCc1ccccc1	-1.6	-4.8%	12.5%	-1.4%	-0.2%	13.2%	-1.6%	0.8%	3.5%	-0.9%	8.2%
CCCCc1nc(Cl)c(C#N)c2c1CCC2	-2.4	1.4%	2.3%	-3.1%	-0.6%	13.3%	-0.4%	0.0%	-3.5%	-1.0%	?
Fc1ccccc1COc1ccccc1CNCc1ccncc1	-4.0	7.5%	?	-8.0%	-1.1%	-6.0%	-1.2%	-6.1%	-1.4%	-1.7%	-9.2%
O=Cc1cn(-c2ccccc2)nc1-c1ccc2c(c1)OCCO2	-1.6	-1.3%	?	-10.2%	-0.3%	?	-3.3%[46.1 µM]	0.1%	0.0%	8.8%	0.5%
O=c1[nH]c(=O)n(Cc2ccc(Oc3ccccc3)cc2)cc1Br	-12.3	-3.6%	-6.9%	·	-1.0%	-5.4%	·	-2.5%	·	?	3.6%
O=C(CN1C(=O)NC2(CCCCCC2)C1=O)c1ccc2c(c1)OCCO2	-10.4	2.7%	?	-2.8%	-0.3%	?	2.3%	0.1%	0.8%	7.8%	-23.7%
Cc1ccccc1OCC(=O)OCC(=O)NCCc1ccccc1	-0.6	-1.5%	0.4%	-1.3%	0.3%	?	·	2.0%	-2.6%	-0.3%	13.0%
COCCn1c(-c2ccccc2)csc1=Nc1cccnc1	-15.2	-3.3%	3.4%	-0.8%	0.5%	?	11.2%	-0.7%	-0.4%	-1.3%	-6.3%
Cc1ccc(C)c(C(=O)CCC(=O)Nc2ccc(F)cc2)c1	-5.6	1.7%	-14.9%	0.5%	0.5%	-8.2%	·	-2.1%	-2.7%	2.7%	-10.3%
O=C(CN1CCN(C(=O)CNC(=O)c2ccc3c(c2)OCO3)CC1)Nc1cccc(F)c1	18.9	-5.8%	?	-23.8%	-0.1%	?	·	3.1%	-3.9%	-1.6%	7.5%
O=C(NCc1ccco1)C(c1ccccc1)N(C(=O)Cc1cccs1)c1ccccc1 (configuration not stated)	72.0	-3.4%	8.1%	-0.5%	-0.8%	4.6%	8.2%[46.1 µM]	-0.3%	-0.5%	-1.1%	-10.5%
CC(C)(C)Nc1nc(Oc2ccc(=O)[nH]n2)nc(N2CCOCC2)n1	11.8	-1.8%	-28.2%	-2.6%	0.1%	-5.3%	-4.5%	8.5%	-3.4%	-3.2%	2.9%

Continued:
SMILES	TSHR antagonist	Tb PFK block	Chronic BCR inh	uPA generation	B2AR arrestin	ELG1 DNA repair	TCR act	USP2a block	TSG101-PTAP inh	Mito fusion act	Eya2 phos inh
Cc1ccc(-c2nn(-c3ccccc3)cc2C(=O)N2CCOCC2)cc1	-3.0	1.7%	?	1.4%	-0.6%	-6.1%	-5.7%	0.6%	-3.5%	4.1%	-3.3%
Cc1cc(C(=O)CS(=O)(=O)c2ccc(F)cc2)cc(C)c1O	-11.9	0.1%	1.1%	1.6%	0.2%	?	-5.2%	1.3%	-0.5%	-42.0%[inhibitor]	2.8%
O=C1c2ccccc2C(=O)N1CC(O)COc1ccc(Br)cc1 (configuration not stated)	-15.7	0.8%	-0.2%	1.1%	-0.5%	1.1%	4.9%	-1.8%	-0.9%	-1.6%	1.7%
O=C(NN=C1CCCCCC1)c1ccncc1	10.8	-6.8%	-19.7%	1.3%	-1.3%	2.2%	1.5%	-0.9%	-3.4%	-0.7%	8.2%
Cc1ccc(-c2csc(/C(C#N)=C(\O)CCl)n2)cc1	-14.7	-2.1%	?	5.9%	0.2%	?	-4.9%	1.4%	0.6%	0.5%	14.6%
CN(C)c1ccnc2sc3c(SCc4ccc(Cl)cc4)ncnc3c12	3.9	4.3%	-2.4%	3.0%	0.5%	-12.6%	0.0%[46.1 µM]	0.6%	0.0%	-4.4%	1.5%
COc1ccc2c(c1OC)C(=O)N(c1ccc(C)c(C)c1)C2=O	-4.6	-1.3%	0.3%	1.2%	-0.5%	?	-3.2%[46.1 µM]	-1.5%	-5.3%	5.9%	-8.8%
N#C/C(C(N)=O)=C1/CCc2ccccc2N1	10.5	-1.9%	?	21.0%	0.2%	?	-3.2%	0.4%	-11.0%	9.4%	-9.1%
CCCN1C=CC(=C/C=C(\C#N)C(=O)OCC)C=C1	-20.9	-0.1%	8.9%	·	-0.4%	?	·	?	·	0.3%	?
COCCOc1cc(NC(=O)c2sccc2Oc2ccc([N+](=O)[O-])cc2F)c(Cl)cc1Cl	-8.6	0.1%	7.9%	5.8%	-0.1%	-8.5%	0.0%	-1.6%	-1.9%	28.1%	7.7%
CN(C)c1ccc(N2C(=NC(=O)COc3ccccc3)SC3CS(=O)(=O)CC32)cc1 (configuration not stated)	15.0	2.5%	3.3%	-0.4%	-0.5%	?	1.2%	0.7%	6.4%	-0.4%	-0.8%
Cc1ccc2c(c1)C1CN(C)CCC1N2C(=O)c1cccc(S(=O)(=O)N(C)C)c1 (configuration not stated)	4.7	-1.0%	5.5%	-8.9%	0.1%	6.9%	4.5%	2.2%	-0.4%	15.8%	5.2%
FC(F)(F)c1cccc(Sc2nc(-c3ccccc3)nnc2C(F)(F)F)c1	6.3	-6.9%	-5.0%	-1.8%	-0.4%	-4.4%	-0.8%	0.1%	-5.2%	7.1%	2.4%

Source: PubChem BioAssay (National Center for Advancing Translational Sciences (NCATS))
